High-throughput results (PubChem BioAssay)
14-3-3 PPI – modulators of 14-3-3 gamma protein binding, primary screen, biochemical, fluorescence polarization | 14-3-3 protein gamma (Homo sapiens), P61981 | FP, 14-3-3gamma / TMR-pS259-Raf peptide binding | inhibition, % at 40 µM | hit rate 0.19% among 160,000; in the data active = inhibition above about 30%;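 also: 0% = protein plus tracer without compound and 100% = blank with tracer alone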
Target sequence (P61981 whole entry, looked up): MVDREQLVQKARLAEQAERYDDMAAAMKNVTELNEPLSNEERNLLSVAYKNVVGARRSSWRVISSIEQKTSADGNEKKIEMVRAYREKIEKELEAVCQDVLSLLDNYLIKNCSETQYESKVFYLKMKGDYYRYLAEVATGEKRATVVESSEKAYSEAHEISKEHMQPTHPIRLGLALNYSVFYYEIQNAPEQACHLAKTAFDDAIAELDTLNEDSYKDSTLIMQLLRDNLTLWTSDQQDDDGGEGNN
* marks the source's active call; other numbers are inactive results; & = joins results of further samples.

Sample of the layout, 3 compounds:
item	molecule	14-3-3 PPI
1	CC1(C)NC(=O)N(CCOc2cccc(Oc3ccccc3)c2)C1=O	6
2	CC1CCC2C(=O)N(c3ccccc3OCC(=O)c3ccc(Br)cc3)C(=O)C2C1 (configuration not stated)	-13
3	Cc1onc(-c2c(F)cccc2Cl)c1C(=O)Nc1c(C)n(C)n(-c2ccccc2)c1=O	-4

The list itself (from the top)
item	molecule	14-3-3 PPI
1	CC1(C)NC(=O)N(CCOc2cccc(Oc3ccccc3)c2)C1=O	6
2	CC1CCC2C(=O)N(c3ccccc3OCC(=O)c3ccc(Br)cc3)C(=O)C2C1 (configuration not stated)	-13
3	Cc1onc(-c2c(F)cccc2Cl)c1C(=O)Nc1c(C)n(C)n(-c2ccccc2)c1=O	-4
4	CCN(CCCNC(=O)c1ccc2c(c1)NC(=O)CS2)c1cccc(C)c1	1
5	CCc1ccc(-n2c(=O)c3c4c(sc3n(CC(N)=O)c2=O)CCC4)cc1	7
6	Cc1ccc(CN2CC34C=CC(O3)C(C(=O)OC(C)C)C4C2=O)cc1 (configuration not stated)	3
7	O=S(=O)(c1ccccc1)N1CCN(Cc2ccccc2)CC1	2
8	COc1ccc(-c2c3c(nc4sc(C(=O)NCc5ccc6c(c5)OCO6)c(N)c24)CC(C)(C)CC3=O)cc1	-7
9	COc1ccc(NC(=O)CSc2nc3ccccc3c(=O)n2-c2ccc3c(c2)OCO3)c(OC)c1	-3
10	COc1cc(NC(=O)c2ccccc2)c(C(=O)O)cc1OC	-2
11	COC(=O)c1sc2nc3n(c(=O)c2c1C)N=C(c1ccc(Cl)s1)CS3	-36
12	CC1CCc2nc3ccc4ccccc4c3c(-c3ccccc3O)c2C1 (configuration not stated)	-15
13	CC(=O)c1c(C)oc2c(Cl)cc(NS(=O)(=O)c3cccs3)cc12	-18
14	CCc1ccc(-c2cn(-c3nc(C)cc(C)n3)c(=N)o2)cc1	1
15	CCN(CC)S(=O)(=O)c1ccc(C(=O)Nc2sc3c(c2-c2nc4ccccc4s2)CCN(C)C3)cc1	-93
16	O=c1[nH]c(C2CCCN(S(=O)(=O)c3ccccc3)C2)nc2c1nnn2Cc1ccccc1 (configuration not stated)	0
17	CN(Cc1ccccc1)S(=O)(=O)c1ccc(NS(C)(=O)=O)cc1	-7
18	O=C(O)c1cc(C2CC2)[nH]n1	-9
19	Cc1ccccc1OCC(=O)NCc1ccco1	-7
20	CCCCNC(=O)c1nn2c(C(F)(F)F)cc(-c3cccs3)nc2c1Cl	-1
21	COc1ccccc1NC(=NS(=O)(=O)c1ccccc1)c1ccccc1	-5
22	O=S(=O)(Cc1ccccc1)N1CCC(N2CCN(c3ccccc3)CC2)CC1	-2
23	Cc1ccc(-c2noc(-c3ccc(C)cc3)n2)cc1	2
24	O=C(NCCCN1CCOCC1)c1cc(-c2ccc(O)cc2)on1	-3
25	Cc1ccc(S(=O)(=O)c2nc(-c3ccccc3)oc2NCc2ccccc2)cc1	4
26	Cc1csc(OCc2ccc(C#N)cc2)n1	2
27	COc1ccc(OCC(=O)Nc2ccc3c(c2)nc(CCN2CCOCC2)n3C)cc1	-8
28	CC(C)C(=O)N1CCN(c2ccccc2NC(=O)Cc2ccc(Cl)cc2)CC1	-8
29	Cc1sc2nc(Cc3ccccc3)nc(Nc3cccc([N+](=O)[O-])c3)c2c1C	-6
30	Cc1cccc(OCCCC(=O)O)c1C	5

Given field by field: entries from further up
[3] Cc1onc(-c2c(F)cccc2Cl)c1C(=O)Nc1c(C)n(C)n(-c2ccccc2)c1=O
  14-3-3 PPI: -4

[4] CCN(CCCNC(=O)c1ccc2c(c1)NC(=O)CS2)c1cccc(C)c1
  14-3-3 PPI: 1

[5] CCc1ccc(-n2c(=O)c3c4c(sc3n(CC(N)=O)c2=O)CCC4)cc1
  14-3-3 PPI: 7

Going on with the list:
item	molecule	14-3-3 PPI
31	COc1cc2c(cc1OC)C(C(=O)Nc1ccc3c(c1)OCCO3)C(c1ccc(SC)cc1)N(C)C2=O (configuration not stated)	-6
32	COc1ccc(-c2noc(CSc3nnc(CCc4ccccc4)n3-c3ccccc3)n2)cc1OC	-9
33	O=S(=O)(Nc1ccc(C(F)(F)F)cc1)c1cnc[nH]1	-9&-2
34	Cc1ccc(Cl)cc1N1CCN(C(=O)CCCn2c(=S)[nH]c3cc4c(cc3c2=O)OCO4)CC1	-25
35	COc1cc2c(cc1OC)C(c1ccc(SC)cc1)CC(=O)N2 (configuration not stated)	-8
36	COc1ccc(C(=O)N2CCCC(c3nc(-c4ccc(OC)c(OC)c4)no3)C2)c(OC)c1 (configuration not stated)	-6
37	Cc1ccc2ccc(S(=O)(=O)n3nc(C)cc3C)cc2c1	8&1
38	CCCC(=O)N1CCN(c2ccc(NC(=O)c3ccccc3)cc2)CC1	-8
39	COc1ccc(-n2nc3c(c2NC(=O)c2ccco2)CS(=O)C3)cc1 (configuration not stated)	1
40	O=C(NC(=O)N1CCN(c2cccc(Cl)c2)CC1)c1ccccc1	-1
41	COc1ccc(-c2nc3ccccc3n2Cc2ccccc2)cc1	-39
42	COc1ccc(N2C(=O)c3ccccc3NC2c2ccc3c(c2)OCO3)cc1 (configuration not stated)	-4
43	CSc1ccc(C2CC(=O)Nc3cc4c(cc32)OCO4)cc1 (configuration not stated)	-16
44	CC(C)CCNC(=O)NC(=O)CSc1nnc2ccccn12	6
45	CCN=C1SCC(=O)N1c1ccc(OC)cc1	0
46	Cc1ccc(S(=O)(=O)N2CCSC2c2ccccc2Cl)cc1[N+](=O)[O-] (configuration not stated)	-4
47	CCC(=O)N1c2ccccc2NC2=C(C(=O)CC(C)(C)C2)C1c1c[nH]c2ccccc12 (configuration not stated)	15
48	Cc1ccc(C(C(=O)NC(C)(C)C)N(C(=O)c2csnn2)c2cccc(F)c2)o1 (configuration not stated)	-1
49	CCN1CCN(c2ccc(C(=O)O)cc2[N+](=O)[O-])CC1	7
50	COC(=O)CN(c1ccc(C)cc1)S(=O)(=O)c1ccc2c(c1)n(C)c(=O)c(=O)n2C	-1
51	O=C(CN1CCN(S(=O)(=O)c2ccc(Cl)cc2)CC1)Nc1ccc2c(c1)OCO2	-4
52	COc1ccc(-n2c(=S)[nH]c3cc(C(=O)NCc4ccc(F)cc4)ccc3c2=O)cc1OC	-9
53	CCCCOc1ccc(N2C(=O)CC(N3CCC(C(N)=O)CC3)C2=O)cc1 (configuration not stated)	-7
54	C#CCOC(=O)c1ccccc1C(=O)N(CC)CC	-6
55	O=C(O)C(Cc1c[nH]c2ccccc12)NS(=O)(=O)c1ccc(Cl)cc1 (configuration not stated)	-22
56	Cc1cccc(NC(=O)c2ccc(F)c(S(=O)(=O)NCc3cccs3)c2)c1	2
57	COCCn1c(=S)[nH]c2cc(C(=O)N3CC(C)CC(C)C3)ccc2c1=O (configuration not stated)	-3
58	COc1ccc(S(=O)(=O)N(CC(=O)NC2CCCCC2)c2ccc(C)cc2)cc1	1
59	COCCCNC(=O)c1nn(-c2ccc(OC)cc2)c(=O)c2ccccc12	3
60	CCCOC(=O)C1=C(C)NC2=C(C(=O)CC(c3cccs3)C2)C1c1ccc(OC)c(OC)c1 (configuration not stated)	-5

Some of these compounds in order of their number in 14-3-3 PPI, rising:
cpd | SMILES | 14-3-3 PPI
52 | COc1ccc(-n2c(=S)[nH]c3cc(C(=O)NCc4ccc(F)cc4)ccc3c2=O)cc1OC | -9
53 | CCCCOc1ccc(N2C(=O)CC(N3CCC(C(N)=O)CC3)C2=O)cc1 (configuration not stated) | -7
42 | COc1ccc(N2C(=O)c3ccccc3NC2c2ccc3c(c2)OCO3)cc1 (configuration not stated) | -4
45 | CCN=C1SCC(=O)N1c1ccc(OC)cc1 | 0

Later entries:
item	molecule	14-3-3 PPI
61	CC(=O)c1ccc(-n2c(C)ccc2-c2ccccc2)cc1	-43
62	CC(C)Oc1ccc(C(=O)Nc2ccc(N(C)C)cc2)cc1	-10
63	COc1ccc(NC2=C(Cl)C(=O)N(c3cc(C)ccc3C)C2=O)cc1	-3
64	CCOC(=O)c1ccccc1NC1=CC(C)(C(=O)OCC)N(c2ccccc2)C1=O (configuration not stated)	-2
65	CC1=C(C(=O)Nc2cccc(F)c2)C(c2cccc([N+](=O)[O-])c2)C2=C(CCCC2=O)N1 (configuration not stated)	2
66	CCOC(=O)CN(C(=O)Cn1nnc2ccccc21)C(C(=O)NCCOC)c1ccccc1C (configuration not stated)	0
67	Cc1cc(N2CCN(c3nnnn3-c3ccccc3)CC2)n2ncnc2n1	-3
68	COc1ccc2[nH]c(C)c(CN3CC4(C)CC3CC(C)(C)C4)c(=O)c2c1 (configuration not stated)	-2
69	CCOC(=O)c1ccc(NC(=O)CN(c2cc(C(F)(F)F)ccc2Cl)S(C)(=O)=O)cc1	3
70	CC(=O)C1=NN(c2ccc(Cl)cc2)C(c2ccc(Cl)cc2)NN1C (configuration not stated)	-1
71	COc1ccc(-c2noc(CCC(=O)Nc3ccc(Br)cc3C)n2)cc1	-7
72	CCCCCn1c(=O)[nH]c2cc(C(=O)NCCC3=CCCCC3)ccc2c1=O	2
73	O=C(Nc1ccccc1Br)c1ccccc1Cl	1
74	CC1CN(S(=O)(=O)c2ccc(C(=O)N=c3sc4cc(Cl)ccc4n3C)cc2)CC(C)O1 (configuration not stated)	2
75	Cn1c(SCC(=O)O)nnc1-c1ccc(N)cc1	-11
76	CC(=O)c1ccc(NC(=O)CSc2nc3ccccc3o2)cc1	-9
77	COc1ccc(NC(=O)c2ccc3c(c2)n(C)c(=O)n3C)cc1	1
78	O=C(NCc1ccc(F)cc1)c1cc(-c2ccccc2Cl)nc2ccccc12	-1
79	COC(=O)C1=C(C)NC2=C(C(=O)CC(C)(C)C2)C1c1ccc(OC(C)=O)c(OC)c1 (configuration not stated)	2
80	Cc1cc(C(=O)CSc2ncnc3sc4c(c23)CCC4)c(C)n1Cc1ccco1	-12
81	O=C(Nc1nnc(-c2ccccc2Cl)o1)c1cccnc1	-8
82	CC1(C)CC(=O)C2=C(C1)c1c(ccc3ccccc13)NC2c1ccc(O)c([N+](=O)[O-])c1 (configuration not stated)	-2
83	CCN(CC)CCNC(=O)c1ccc2c(c1)ncn2C1CCCCC1	2&-3
84	O=C(CSc1ncnc2c1cnn2Cc1ccccc1)Nc1ccc2c(c1)OCCO2	-5
85	CCOC(=O)c1c(NC(=O)c2ccncc2)sc2c1CC(C)(C)OC2	3
86	Cc1ccc2nsnc2c1S(=O)(=O)N1CCCC1C(=O)O (configuration not stated)	-2
87	C=CCn1c(N)c(C(=O)N2CCN(C)CC2)sc1=S	7
88	O=C(c1ccco1)N1CCN(C(=O)C2(S(=O)(=O)c3ccc(Cl)cc3)CC2)CC1	-9&-6
89	COc1cccc(C2=CC(c3ccccc3F)n3nnnc3N2)c1 (configuration not stated)	-10
90	COc1cc(C(=S)N2CCOCC2)cc(OC)c1OC(=O)CCc1ccccc1	5
91	COc1ccc(OC)c(NC(=O)c2cc3ccccc3o2)c1	-5
92	CC(C)(C)c1ccc(C(=O)Nc2c3c(nn2-c2cccc(Cl)c2)CSC3)cc1	2
93	CCCCNC(=O)CSc1nc2ccccc2c(=O)n1CC1COc2ccccc2O1 (configuration not stated)	-5
94	COc1cc2ccccc2cc1C(=O)Nc1ccc(C)cc1C(=O)c1ccccc1	-1
95	O=S(=O)(NC1CCCCC1)c1ccc(Cl)s1	-16
96	CNc1ccc([N+](=O)[O-])cc1-c1nc2cc([N+](=O)[O-])ccc2n(C)c1=O	-47
97	CCOc1ccc2nc(NC3=NCN(CC4CCCO4)CN3)nc(C)c2c1 (configuration not stated)	-1
98	Cc1ccc(C2C(=O)N(C3CCCCCC3)CC(=O)N2C(C)C)cc1 (configuration not stated)	0
99	c1ccc(Cn2nnc3c(N4CCCC4)ncnc32)cc1	-2
100	COc1ccc(CC(=O)N2CCN(c3ccccc3OC)CC2)cc1OC	-33
101	COc1cccc(N2C(=O)C3C4C=CC(C4=C(C)C)C3C2=O)c1 (configuration not stated)	-55
102	CCOc1ccc(-n2ccnc2SCC(=O)Nc2ccc3c(c2)OCO3)cc1	-7
103	O=C(COc1ccc(F)cc1Br)N1CCc2ccccc21	-8
104	CC1=NN(c2ccc([N+](=O)[O-])cc2)C(c2ccccc2)C1 (configuration not stated)	-14
105	Cc1ccc(NC(=O)CN2C(=O)C3C4C=CC(C4)C3C2=O)cc1Cl (configuration not stated)	-1
106	Cc1nccn1C(=O)c1ccc([N+](=O)[O-])cc1Cl	-3
107	COc1ccc(Cl)cc1C(=O)N1CCN=C1SC	3
108	Cn1cccc1Cc1nnc(SCC(N)=O)n1CCc1ccccc1	5
109	O=C(Nc1cccc2ccccc12)N1CCN(c2ccc(F)cc2)CC1	-1
110	Cc1ccc2cc3ccc(=O)oc3nc2c1	-70
111	CN(C)CCNC(CC(=O)Nc1ccc(Cl)c(Cl)c1)C(=O)O (configuration not stated)	-9
112	COc1ccc(Br)cc1S(=O)(=O)NCC1CCCO1 (configuration not stated)	-4
113	CCOC(=O)c1ccc(COC(=O)CNC(=O)CNC(=O)c2ccc(OC)cc2)o1	1
114	O=C1c2ccccc2C(Nc2ccc(F)cc2F)N1CCN1CCOCC1 (configuration not stated)	0
115	CC(=O)OCC1OC(c2ccccc2)C(OC(C)=O)C(OC(C)=O)C1OC(C)=O (configuration not stated)	-2
116	COc1ccc(-c2nnc3ccc4ccccc4n23)cc1OC	-3
117	CN(C1=NS(=O)(=O)c2cc([N+](=O)[O-])ccc21)c1ccccc1	-8
118	COC(=O)c1c(N)sc2c1C(C(=O)OC)CC2 (configuration not stated)	-10

2 entries picked at random from the list so far:
item	molecule	14-3-3 PPI
101	COc1cccc(N2C(=O)C3C4C=CC(C4=C(C)C)C3C2=O)c1 (configuration not stated)	-55
91	COc1ccc(OC)c(NC(=O)c2cc3ccccc3o2)c1	-5

Only part of the results is shown; count on the stated rates, not on these rows.
